NPC1 prom act = activators of NPC1 promoter; Potency, µM (top dose mostly 9.22 µM), without a hit: at the highest dose activation, most hits filed as activators; 320,000 tested, 2.4% active; Huh7 NPC1 promoter luciferase reporter, 24 h; AID 485313;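 also: % of control where 0% means no effect; nearly all actives have a fitted effect of over 60% in size; reporter is driven by a mutant NPC1 promoter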
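Stably transfected Huh7 (NPC1 promoter→luciferase), 1500 cells/well in Opti-MEM + 10% FBS, 2 h settle, then compound 24 h at 37 °C. Luminescence after 10 min with Amplite reagent.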
RORgamma inh = inhibitors of mouse ROR gamma transcriptional activity; P51450; Drosophila S2 Gal4-RORgamma UAS-luciferase reporter, 20 h; Potency, µM (series often up to 53.6 µM), inactives show at the highest dose activity change, negative = inhibition, hits mostly inhibitors; 310,000 tested, 5.4% active; AID 2551; also: % is scaled to controls: 0 for no effect and ±100 for the full control effect; nearly all actives have a fitted effect of over 60% in size
Target sequence (P51450 whole entry, looked up, the tested form may be a part): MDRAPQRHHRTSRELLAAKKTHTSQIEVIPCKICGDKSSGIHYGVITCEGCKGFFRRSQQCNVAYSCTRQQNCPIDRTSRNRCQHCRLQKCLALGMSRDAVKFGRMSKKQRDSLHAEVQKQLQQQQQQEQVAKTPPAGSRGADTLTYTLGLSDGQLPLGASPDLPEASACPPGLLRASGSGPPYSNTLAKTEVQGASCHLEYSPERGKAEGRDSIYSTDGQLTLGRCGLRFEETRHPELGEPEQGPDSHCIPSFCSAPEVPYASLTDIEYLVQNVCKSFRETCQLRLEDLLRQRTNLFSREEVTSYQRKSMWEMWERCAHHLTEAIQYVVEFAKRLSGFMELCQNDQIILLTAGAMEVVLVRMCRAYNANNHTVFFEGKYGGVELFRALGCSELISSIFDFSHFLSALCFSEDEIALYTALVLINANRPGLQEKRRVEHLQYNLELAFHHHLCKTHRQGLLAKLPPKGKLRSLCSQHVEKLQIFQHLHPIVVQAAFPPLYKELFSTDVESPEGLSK
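Using a luciferase readout, inhibitors were identified by reduced reporter activity in Drosophila cells coexpressing a copper-inducible Gal4–ROR gamma fusion and UAS-driven Photinus luciferase, incubated 20 hr after 700 uM copper sulfate.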
MBNL1 CUG block = inhibitors of human MBNL1 binding to CUG repeat RNA; Q9NR56; TR-FRET MBNL1-His/biotin-(CUG)12 binding, 665/545 ratio; Potency, µM (series often up to 57.5 µM), without a hit: at the highest dose activity change, negative = inhibition, hits mostly inhibitors; 280,000 tested, 0.036% active; AID 2675; active = well fitted inhibition curve with a large enough effect in the signal ratio, with a control signal flat, not every such curve was filed as active; inconclusive = small, poorly fitted or top-dose-only effect, or effect the other way, or a change in a side signal; inactive = no such curve, though single readings can be large or run the other way; the % refers to the signal ratio; also: % is scaled to controls: 0 for no effect and ±100 for the full control effect
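TR-FRET between His-tagged MBNL1 and biotin-(CUG)12 RNA, detected with Tb anti-His antibody (0.055 ng/ul) and streptavidin-XL665 (5 nM), 60 min at room temperature. Compounds titrated 92 nM to 58 uM; 665/545 nm ratio normalized to buffer and complex controls.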
FLuc modulator = inhibits or activates purified firefly luciferase, miR-21 counter-screen. AID 588342. P08659. Potency, µM (highest dose often 57.5 µM), without a hit: at the top dose activity change, negative = inhibition, actives largely listed as inhibitors. 360,000 tested, 6.9% active. purified FLuc, Km substrates, luminescence inhibition;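 also: plate controls were vehicle for no effect and reference inhibitor for full effect; nearly all actives have a fitted effect of over 55% in size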
Target sequence (P08659 whole entry, looked up): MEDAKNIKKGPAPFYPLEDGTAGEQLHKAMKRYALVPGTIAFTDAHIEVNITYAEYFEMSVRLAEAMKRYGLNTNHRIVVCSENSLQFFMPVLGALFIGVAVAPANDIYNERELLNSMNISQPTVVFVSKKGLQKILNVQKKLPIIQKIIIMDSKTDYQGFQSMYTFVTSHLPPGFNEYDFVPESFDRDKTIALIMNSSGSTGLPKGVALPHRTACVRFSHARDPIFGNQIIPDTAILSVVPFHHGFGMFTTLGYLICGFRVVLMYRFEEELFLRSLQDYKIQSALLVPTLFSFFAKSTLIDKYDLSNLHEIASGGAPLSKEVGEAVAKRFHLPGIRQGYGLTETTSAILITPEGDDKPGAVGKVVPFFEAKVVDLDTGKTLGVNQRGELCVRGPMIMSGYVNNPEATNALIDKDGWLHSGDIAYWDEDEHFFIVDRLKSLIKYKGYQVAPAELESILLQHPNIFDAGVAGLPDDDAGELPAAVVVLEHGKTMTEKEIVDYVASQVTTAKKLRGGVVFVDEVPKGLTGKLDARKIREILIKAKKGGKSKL
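Purified P. pyralis luciferase, 10 nM final, with Km-level 10 uM D-luciferin and 10 uM ATP in 50 mM Tris acetate pH 7.5, 10 mM Mg acetate, 0.01% Tween-20, 0.05% BSA; 6-point qHTS titration about 60 µM downward; luminescence read.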
ELG1 genotoxic = induces genotoxicity in HEK293T cells with luciferase-tagged ELG1; HEK293T ELG1-luciferase reporter, luminescence, 16 h; AID 504466; 330,000 tested, 1.3% active; Potency, µM (highest dose often 46 µM), for inactives: top-dose activity change, positive = activation, most hits filed as activators; also: % of control where 0% means no effect; nearly all actives have a fitted effect of over 60% in size
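Luminescence read-out: rising ELG1-luciferase signal, reflecting elevated ELG1 protein under genetic stress, flags genotoxic compounds. Cells were treated for 16 hr at 37 °C before ONE-Glo detection.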
Gal4-VP16 FLuc = inhibits Gal4-VP16 luciferase reporter, ROR gamma counter-screen; Drosophila S2 Gal4-VP16 UAS-luciferase, luminescence, 20 h; Potency, µM (top dose mostly 53.6 µM), without a hit: at the top dose activity, negative = inhibition, usual class: inhibitors; 310,000 tested, 3.5% active;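 also: Gal4-VP16 expression switched on by copper sulfate through the metallothionein promoter; % is scaled to controls: 0 for no effect and ±100 for the full control effect; nearly all actives have a fitted effect of over 50% in size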
BRCA1 expr act = BRCA1 expression activation. Potency, µM (doses to about 46.1 µM), for the others: at the top dose activation, actives largely listed as activators. MCF7-BRCA1-FFLuc reporter, luminescence, 48 h; response scale: scaled: vehicle 0%, 10 µM genistein 100%. 380,000 tested, 1.1% active; also: nearly all actives have a fitted effect of over 80% in size; some results filed as inactive show a strong effect at the top dose
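MCF7 cells carrying a BRCA1-firefly luciferase reporter (2000 cells/well, phenol-red free MEM) were attached for 2 h at 37 °C, then given compounds for 48 h. Luminescence was read 15 min after luciferase reagent; activity normalized to genistein (10 microM) and DMSO.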
p53 reactivator = restores transcriptional activity of mutant p53; H1299 p53-A138V BP100-luciferase reporter, luminescence, 24 h; Potency, µM (doses to about 92.2 µM), for inactives: at the top dose activity change, positive = activation, most hits filed as activators; 320,000 tested, 0.063% active; AID 504706; also: % of control where 0% means no effect; nearly all actives have a fitted effect of over 45% in size
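p53-null H1299 cells stably carrying temperature-sensitive p53-A138V and a BP100-luciferase reporter were pinned with compounds (4-point, 1:5 series) and held 24 hrs at 37 deg C. Luminescence was read 10 min after detection reagent.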
Rab9 prom act = activates the Rab9 promoter. Huh7 Rab9 promoter-luciferase reporter, luminescence, 24 h. Potency, µM (series often up to 9.22 µM), for the others: at the highest dose activation, negative = inhibition, most hits filed as activators. 320,000 tested, 2.8% active; also: % of control where 0% means no effect; nearly all actives have a fitted effect of over 60% in size
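Luminescence read-out: Huh7 cells stably expressing Rab9-luciferase, treated 24 h with compound at 37 °C, then lysed with luciferase reagent for 10 min at ambient before reading.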
uPA generation = blocks generation of uPA at the cell surface | AID 540303 | Potency, µM (titrated, usually from 38.3 µM), for inactives: top-dose activity change, negative = inhibition, usual class: inhibitors | cell surface uPA generation assay, qHTS | 330,000 tested, 0.31% active; active = well fitted inhibition curve with a large enough effect; inconclusive = small, poorly fitted or top-dose-only effect; inactive = no such curve, though single readings can be large or run the other way; tested in mouse RAW 264.7 cells; also: % is scaled to controls: 0 for no effect and ±100 for the full control effect; nearly all actives have a fitted effect of over 55% in size
* = called active by the depositor; ? = inconclusive; . = no result given; & = joins results of further samples; [ ] = another dose, or the depositor's remark. Unless noted, calls follow the shape of the dose curve; as a rule, active = well fitted curve in the direction sought with a large enough effect; inconclusive = small, poorly fitted or top-dose-only effect, or another doubt; inactive = no such curve, though single readings can be large; an effect the other way counts as inactive or inconclusive. Potency is read from the fitted curve at half-maximal effect.

SMILES	NPC1 prom act	RORgamma inh	MBNL1 CUG block	FLuc modulator	ELG1 genotoxic	Gal4-VP16 FLuc	BRCA1 expr act	p53 reactivator	Rab9 prom act	uPA generation
CC(C)CNC(=O)CCc1c[nH]c2ccccc12	5.6%	?	-12.4%	-5.4%	-4.7%	-3.4%	-23.7%	0.8%	6.6%	3.0%
O=C(Nc1ccc(Cl)c(S(=O)(=O)N2CCOCC2)c1)c1cc(-c2ccccn2)nc2ccccc12	-5.7%	-3.3%	-0.2%	-6.3%	-9.6%	-17.8%	-49.9%	-3.1%	-2.1%	-0.1%
O=C(CC(=O)N/N=C/c1c(F)cccc1Cl)NCc1ccccc1	-3.3%	9.9%	-13.8%	-12.1%	3.3%	-1.5%	4.1%	-2.3%	-10.6%	4.5%
COc1ccc(CC(=O)Nc2ccccc2C(=O)N2CCCC2)cc1	-0.7%	.	-5.8%	0.1%	-0.7%	.	-37.5%	.	-7.9%	4.0%
COc1ccc(C(=O)CSc2nnc(CNC(=O)c3ccco3)n2C)cc1OC	-1.2%	5.3%	2.4%	0.0%	3.4%	-16.9%	-2.8%	-3.7%	-1.3%	3.1%
CCN(CC(=O)Nc1ccc(OC)cc1)C(=O)c1cc(-c2cccs2)nn1-c1ccccc1	1.9%	.	.	-3.2%	-6.3%	.	-30.2%	-5.3%	-2.6%	22.3%
Nc1nc(-c2ccc(-c3ccccc3)cc2)cs1	0.794µM*	?	14.0%	2.39µM*	?	22.4µM*	?	19.1%	0.398µM*	-15.3%
Cc1ccc(CNC(=O)C(=O)NCCC2=CCCCC2)cc1	-0.7%	-2.4%[10 µM]	.	-2.0%	6.6%	-6.6%	-6.0%	-6.0%	-4.6%	3.8%
CC(Oc1ccc([N+](=O)[O-])cc1)C(=O)NCCCN1CCOCC1 (stereo not drawn)	-2.9%	-19.5%	6.2%	-2.2%	4.6%	-6.7%	-26.5%	-8.1%	-0.9%	0.9%
O=C(COc1ccc2oc(-c3ccccc3)cc(=O)c2c1)NCc1ccco1	6.0%	17.7%	10.1%	2.39µM*	15.6%	10.7%	-26.0%	11.2%	?	-7.1%
COc1cc(Cl)c(C)cc1NC(=O)CSc1nnc(-c2cccnc2)n1Cc1ccco1	2.0%	28.1%	-1.8%	1.9%	-13.3%	0.6%	-18.1%	-2.5%	-5.6%	2.8%
c1csc(CNc2ncnc3ccc(-c4ccoc4)cc23)c1	-0.5%&-2.9%	-2.0%	.	-3.5%&1.8%	-4.6%	-4.2%	-23.1%	5.6%	-5.5%&-6.3%	-6.5%
O=C(CCCC(=O)OCC(Cl)=C(Cl)Cl)Nc1ccccc1	0.7%	25.5%	?	-0.1%	1.1%	-15.7%	12.2%	-8.0%	2.0%	0.2%
Cc1ncccc1C(=O)N1CCCC(CNC(=O)c2ccc(-c3ccccc3)cc2)C1 (stereo not drawn)	-6.6%	24.1%	-10.2%	?	-7.4%	-13.0%	2.7%	-0.3%	-15.7%	-3.9%
CCOc1ncccc1C(=O)OCC(=O)Nc1ccc2c(c1)CCC2	.	.	.	.	-1.0%	.	1.2%	2.6%	.	-3.7%
COc1cccc(-c2nc(CS(=O)(=O)CC(=O)NC3CCC(C)CC3)c(C)o2)c1 (stereo not drawn)	-2.7%	13.8%	5.5%	-1.4%	-2.8%	1.2%	-7.8%	-8.1%	0.4%	-4.6%
O=C(Nc1ccccc1F)c1ccc(CSc2ccccc2)o1	14.8%	30.6%	-2.6%	16.9µM*	?	5.7%	46.2%	?	17.0%	-4.9%
O=C(CCCNS(=O)(=O)c1cccc2nsnc12)NCCN1CCN(c2ccccc2F)CC1	-2.6%	7.7%	?	2.3%	-10.5%	-0.9%	-7.4%	-3.6%	-7.0%	-3.2%
COc1ccc(S(=O)(=O)N2CCC(n3cnc4ccccc43)CC2)cc1	-3.1%	40.2%	-0.2%	-1.2%	-12.6%	-1.3%	0.0%	-6.3%	-0.6%	1.7%
CCCCOc1ccc(NC(=O)C(=O)NCCCn2ccnc2)cc1	0.3%	?	11.8%	-18.8%	-4.6%	14.7%	-56.2%	-2.7%	-5.1%	0.1%
Cc1cc(NS(=O)(=O)c2ccc(NC(=O)C3CCCCC3)cc2)no1	-2.5%	12.7%	-5.7%	0.5%	-0.9%	8.0%	-17.9%	0.0%	-3.0%	-16.7%
COc1c(C)cccc1C(=O)NCCCNC(=O)c1ccc(C)nc1	-2.7%	-0.8%	5.9%	2.9%	2.2%	-14.1%	-18.1%	1.8%	17.8%	0.4%
CCCCn1c(SCC(=O)NCc2ccc3c(c2)OCO3)nnc1C(CC)N(C)C (stereo not drawn)	-1.7%	.	.	0.0%	0.6%	.	-8.3%	-5.1%	-1.9%	-1.9%
CCN(CC)c1ccc(S(=O)(=O)N2CCCCC2)cc1NC(=O)C1=COCCO1	-6.6%	.	.	5.5%	-1.3%	.	-25.7%	-0.6%	1.2%	6.3%
COc1cccc(NC(=O)c2ccc(S(=O)(=O)NCc3cccnc3)cc2)c1	-4.4%	?	10.7%	7.0%	-21.5%	-25.4%	-27.2%	-0.9%	-15.9%	-27.2%
CCN=c1scc(-c2ccc(F)cc2)n1/N=C/c1ccccn1	2.51µM*	17.8µM*	10.9%	9.53µM*	10.3µM*	1.5%	?	4.1%	3.16µM*	-8.7%
CC(=O)C(Sc1nccc(-c2cccs2)n1)C(C)=O	16.4%	2.8%	12.6%	-7.6%	7.5%	9.2%	?	7.9%	?	-2.4%
CC(C(=O)NC1CCCC1)N(C(=O)c1ccc(-c2ccccc2)[nH]1)c1ccccc1F (stereo not drawn)	-2.0%	38.9%	-3.1%	5.1%	-8.8%	4.8%	-46.7%	-1.0%	0.4%	.
CN(CC(=O)Nc1ccc(Cl)c(Cl)c1)C1CCCCC1	0.5%	-6.6%	-6.6%	-2.0%	-4.0%	-13.9%	-0.7%	19.7%	0.1%	-9.8%
CN1C(=O)C2(c3ccccc31)N(C)CC(c1ccccn1)C21SC(=S)N(Cc2ccco2)C1=O (stereo not drawn)	-29.2%	35.8%	5.2%	-1.0%	-2.1%	14.2%	-49.2%	0.2%	-8.9%	8.1%
CCOc1ccc(C(=O)CCC(=O)NCC(=O)OCc2ccccc2)cc1OCC	-0.1%	-6.8%	1.2%	1.3%	2.2%	-2.6%	-5.6%	6.7%	-0.2%	-5.0%
COc1ccc(C2c3ccsc3CCN2C(C)=O)cc1 (stereo not drawn)	0.7%	?	4.2%	?	4.4%	-15.5%	-0.2%	0.3%	1.7%	-5.6%
COCc1ccc(-c2c(-c3ccccc3OC)sc3cc4c(cc23)OCO4)cc1	-1.6%	.	.	2.1%	0.3%	.	0.0%	10.2%	-2.6%	7.6%
O=C(CSc1cn(CC(=O)N2CCCCCC2)c2ccccc12)NCC1CCCO1 (stereo not drawn)	-2.9%	0.4%	-16.2%	-1.7%	-4.3%	-13.3%	-28.4%	-1.2%	-4.0%	4.1%
CC(C)NC(=O)C(=O)NCC(c1ccc2c(c1)OCO2)N1CCOCC1 (stereo not drawn)	-0.1%	-11.3%	-2.1%	1.8%	0.3%	-12.3%	-1.7%	-4.8%	0.9%	-3.4%
O=C(N/C=C/c1ccco1)NCc1ccccc1	-1.6%	-25.4%	-4.9%	-10.2%	0.4%	-2.2%	8.6%	0.2%	1.3%	4.1%
COc1ccccc1CNC(=O)c1cnc2ccccn2c1=O	-2.1%	24.2%	37.9%[activator]	3.6%	5.6%	11.1%	3.8%	1.8%	-7.4%	-3.8%
O=C(Nc1ccc(F)cc1)c1cnc(-c2ccccc2)nc1-c1ccccc1	-1.7%	?	10.3%	0.2%	-1.1%	-25.7%	-37.8%	-6.5%	5.2%	.
Cn1c(SCC(=O)NCc2ccccc2)nc2ccccc21	0.4%	4.8%	-8.5%	-4.7%	-1.5%	-1.3%	3.0%	-12.5%	0.3%	-8.6%
COc1ccccc1-c1c(C)oc2c(CN3CCCC(C)C3)c(O)ccc2c1=O (stereo not drawn)	-2.2%	9.1%	0.4%	0.8%	0.6%	1.7%	-8.5%	-9.8%	-3.9%	2.0%
COc1ccc(-n2c(SCC(=O)C(C)(C)C)nc3c(sc(=S)n3-c3ccccc3)c2=O)c(OC)c1	0.1%	-44.8%	26.8%	-16.4%	-2.9%	?	-22.8%	-5.9%	-1.7%	10.2%
O=C(Nc1ccc(F)cc1)C1CCCN(C2=NS(=O)(=O)c3ccccc32)C1 (stereo not drawn)	-2.6%	.	.	3.1%	-0.4%	.	11.5%	0.8%	2.2%	7.9%
CCOC(=O)c1csc(NC(=O)CN2CCCCC2)n1	0.7%	23.9%	-7.0%	3.2%	-2.2%	-0.3%	13.1%	-1.4%	-7.2%	3.2%

Screens: PubChem, National Center for Advancing Translational Sciences (NCATS)
